# DRD3 antagonist – D3 dopamine receptor (human) antagonism | P35462 | actives 2.5% (n = 360,000) | D3R cells, DiscoveRx beta-arrestin luminescence, antagonist mode; active compounds read low | max response, negative = inhibition, %; in the data active means max response below about -50%; inconclusive means no clear call, values can overlap the other calls; further: on the % scale 0 is the no-effect control and ±100 the full control effect; mostly tested at two doses, the higher about 12 µM
# Target sequence (P35462 whole entry, looked up): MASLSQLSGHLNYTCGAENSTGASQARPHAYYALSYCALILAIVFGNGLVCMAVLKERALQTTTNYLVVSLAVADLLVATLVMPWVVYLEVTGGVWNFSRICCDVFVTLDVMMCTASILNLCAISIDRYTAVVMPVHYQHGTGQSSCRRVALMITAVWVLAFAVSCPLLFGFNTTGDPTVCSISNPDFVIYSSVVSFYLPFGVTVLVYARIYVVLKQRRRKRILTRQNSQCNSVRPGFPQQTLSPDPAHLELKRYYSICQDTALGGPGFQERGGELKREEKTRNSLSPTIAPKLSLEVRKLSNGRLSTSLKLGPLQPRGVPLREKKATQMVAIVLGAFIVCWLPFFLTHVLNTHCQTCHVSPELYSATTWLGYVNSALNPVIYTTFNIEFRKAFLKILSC
#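 Cells plated overnight at 1500 cells/well, then exposed to library compounds with dopamine controls for 90 minutes at 37 degrees C. DiscoveRx reagent added for 30–60 minutes at room temperature; luminescence read, quantitative HTS format.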
# CCT modulator – changes cytosolic chaperonin activity; activity change, % (concentration not given with the values), hits read low; purified chaperonin ATPase assay, HTRF ADP detection, 30 min; actives 0.3% (n = 360,000); in the data active means activity change below about -30%; further: on the % scale 0 is the no-effect control and ±100 the full control effect
#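 ATPase activity: ADP formed was measured by HTRF Transcreener (665/615 nm ratio) after 30 min at 37 deg C with 10 uM ATP. Compounds screened at one 76 uM concentration against 40 or 20 nM TRiC in Tris pH 7.4/KCl/MgCl2/DTT buffer.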
# EPAC2 antagonist – blocks human EPAC2 exchange factor. Potency, µM (doses to about 114 µM), for the others: at the highest dose activity, negative = inhibition, hits mostly inhibitors. AID 720708. actives 0.18% (n = 360,000). EPAC2 GEF exchange of Rap1B-BODIPY-GDP, fluorescence; further: potency means the concentration at half of the fitted maximal effect; on the % scale 0 is the no-effect control and ±100 the full control effect; nearly all actives have a fitted effect of over 45% in size; many of its hits are not listed in these tables
# EPAC2 agonist – activates human EPAC2 exchange factor; Potency, µM (highest dose often 154 µM), without a hit: top-dose activation, usual class: activators; actives 0.079% (n = 360,000); EPAC2 activation, biochemical qHTS; response scale: 100% = 6.5 mM cAMP response; Q8WZA2; further: potency means the concentration at half of the fitted maximal effect; nearly all actives have a fitted effect of over 50% in size
#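 qHTS, titration series. 100 nM EPAC2 / 250 nM Rap1B-BODIPY-GDP / 50 uM GDP; RT; ex 480/em 540 nm, 5-min reads to 30 min. Norm. to 6.5 mM cAMP = activation.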
# Mm-Cpn inhibitor – inhibitors of Methanococcus maripaludis chaperonin (MmCpn); purified Mm-Cpn ATPase, ADP Transcreener TR-FRET; Potency, µM (titrated, usually from 76.9 µM), without a hit: at the top dose activity, negative = inhibition, usual class: inhibitors; actives 0.031% (n = 330,000); further: potency means the concentration at half of the fitted maximal effect; on the % scale 0 is the no-effect control and ±100 the full control effect; nearly all actives have a fitted effect of over 80% in size
#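 ATPase turnover read by TR-FRET ADP competition (Eu cryptate antibody/ADP-d2, 665/590 nm): 10uM ATP final, 25nM Mm-CPN final, 30 min 37degC after 10-min compound preincubation, pH 7.4 Tris/KCl/MgCl2/DTT buffer.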
# PTHR1 agonist – PTHR1 (human) receptor agonism; Q03431; Potency, µM (top dose mostly 115 µM), without a hit: at the top dose activation, hits mostly activators; actives 0.075% (n = 410,000); AID 743266; HEK293 GP2 PTHR1 cells, GloSensor cAMP luminescence, 1 h; further: potency means the concentration at half of the fitted maximal effect; nearly all actives have a fitted effect of over 55% in size; some results filed as inactive show a strong effect at the top dose; inactives centre near -15; many of its hits are not listed in these tables
# Target sequence (Q03431 whole entry, looked up): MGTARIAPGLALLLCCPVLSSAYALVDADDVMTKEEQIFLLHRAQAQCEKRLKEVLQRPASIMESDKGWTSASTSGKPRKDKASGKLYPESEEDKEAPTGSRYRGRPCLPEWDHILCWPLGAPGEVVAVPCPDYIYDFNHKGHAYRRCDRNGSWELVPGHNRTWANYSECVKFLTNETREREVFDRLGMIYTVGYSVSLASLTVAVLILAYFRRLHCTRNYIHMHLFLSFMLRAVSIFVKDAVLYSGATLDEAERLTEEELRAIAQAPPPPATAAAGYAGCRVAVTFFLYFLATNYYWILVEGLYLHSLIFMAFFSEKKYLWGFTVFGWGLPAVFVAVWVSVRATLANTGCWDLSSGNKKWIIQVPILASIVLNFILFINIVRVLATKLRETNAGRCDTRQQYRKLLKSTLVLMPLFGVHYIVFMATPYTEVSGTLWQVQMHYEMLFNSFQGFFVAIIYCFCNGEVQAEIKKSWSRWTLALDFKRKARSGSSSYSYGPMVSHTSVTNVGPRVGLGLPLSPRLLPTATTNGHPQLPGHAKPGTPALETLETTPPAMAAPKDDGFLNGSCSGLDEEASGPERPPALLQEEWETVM
#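 HEK-293-derived GP2 cells expressing PTHR1 and a GloSensor cAMP reporter, 3,000/well, plated overnight, given luciferin plus IBMX (each 0.5 mM as added) for 1 h at 37 °C, then compound for 1 h at 37 °C. Luminescence was read after 15 min at room temperature.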
# pAkt inh – blocks phosphorylation of Akt | Neuro2A IGF-stimulated pAkt S473 HTRF, 20 min; active compounds read low | activity change, % for hits at 50 µM | actives 0.32% (n = 360,000); in the data active means activity change below about -80%; inconclusive means mostly about -51% to -80%; further: on the % scale 0 is the no-effect control and ±100 the full control effect
#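 Single-point screen (50 µM final compound) in Neuro2A cells stimulated 20 min with 6 nM IGF at 37 deg C. After lysis, Ser473-phosphorylated Akt read by HTRF (ex 330 nm, em 615/665 nm) as the 665/615 ratio.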
# DRD3 agonist – D3 dopamine receptor (human) agonism | D3R DiscoveRx beta-arrestin cells, luminescence, 90 min | max activation, % | actives 0.58% (n = 410,000); in the data active means max activation above about 30%; further: 0% is about no effect; mostly tested at two doses, the higher about 12 µM
#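 Agonist-mode cell screen: cells plated at 1500/well and incubated overnight at 37 °C, then exposed to library compounds for 90 min at 37 °C. Detection reagent was added for 30–60 min at room temperature, and luminescence was read.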
# Starred values were filed as active, the others as inactive; i = inactive; ? = inconclusive; . = no result given; [ ] = dose if it differs, or a comment. Unless noted, the call rests on the fitted dose curve; in most records, active means well fitted curve in the direction sought with a large enough effect; inconclusive means small, poorly fitted or top-dose-only effect, or another doubt; inactive means no such curve, though single readings can be large; an effect the other way counts as inactive or inconclusive. This is a subset; the hit share may differ from the screen's.
Compound	DRD3 antagonist	CCT modulator	EPAC2 antagonist	EPAC2 agonist	Mm-Cpn inhibitor	PTHR1 agonist	pAkt inh	DRD3 agonist
COc1ccccc1-c1nnc(NC(=O)c2ccc(S(=O)(=O)N(C)C)cc2)o1	167	2.8	0%	3%	-1%	-9%[57.5 µM]	i	1
Cc1ccc(CN2CCN(CCCc3ccccc3)CC2CCO)cc1 (configuration not stated)	?	-0.6	5%	8%	-3%	i	i	-14
O=[N+]([O-])c1cnccc1Nc1ccc(Cl)cc1	-13	0.2	-5%	13%	1%	11%	i	-8
CCCCN1CC(=O)N2[C@@H]3c4cc(Br)ccc4OC[C@@H]3[C@H](C(=O)OCC)[C@]2(C)C1=O	-21	1.4	-13%	-2%	.	-3%	i	-8
CS(=O)(=O)N(CC(=O)N1CCOCC1)c1cc(C(F)(F)F)ccc1Cl	-5	0.9	6%	-2%	1%	-23%	i	4
COC(=O)c1ccc(NC(=O)CSC2=Nc3ccccc3C3CC=NN23)cc1 (configuration not stated)	0	-1.8	-5%	5%	1%	-4%	i	-6
C=C(C)C1Cc2cc3ccc(=O)oc3cc2O1 (configuration not stated)	18	0.2	1%	-2%	-3%	i	i	9
Cn1ncc(Cl)c1C(=O)NCc1cc(C(C)(C)C)n[nH]1	-25	-3.4	-8%	4%	1%	-41%[inhibitor]	i	1
Cc1ccc(C(=O)NCC(=O)NCC(=O)OCc2ccc(Cl)cc2)cc1	28	-2.3	-3%	10%	0%	i	i	2
CCOCCCNC(=O)CN1CCN(c2ccc(F)cc2)CC1	-11	1.2	-1%	11%	1%	-12%[57.5 µM]	i	0
O=C(O)CCCN1C(=O)/C(=C\c2ccc(-c3nc4ccccc4s3)o2)SC1=S	?	1.0	3%	-7%	0%	-19%	i	-10
COc1ccc(C2=CC3=C(Br)C(=O)C(C)(O)C(=O)C3=CO2)cc1 (configuration not stated)	9	-0.2	?	7%	-15%	-21%	i	4
Cc1cc(C)c(NC(=O)COC(=O)/C=C/c2cccs2)c(C)c1	0	-3.3	-3%	17%	2%	i	i	0
CCOc1cc(C(=O)Nc2ccc(S(=O)(=O)N3CCOCC3)cc2)cc(OCC)c1OCC	6	-3.4	1%	-13%	1%	i	i	1
S=C(Nc1ccccc1Cl)NC1CCCCCC1	-4	-0.3	-18%	11%	0%	i	i	-3
COCCOC(=O)C1=C(C)NC(=O)NC1c1cccc(F)c1 (configuration not stated)	-4	0.3	-2%	-2%	1%	i	i	-5
CCCCOc1ccc(C(=O)NCC(=O)NNC(=O)C2COc3ccccc3O2)cc1 (configuration not stated)	18	-3.0	-9%	0%	-3%	i	i	20
O=C(O)/C=C/c1cn(-c2ccccc2)nc1-c1ccc2c(c1)OCCO2	-7	-3.3	-8%	0%	-1%	-18%	i	-1
COc1ccc(-c2nc3ccc(Br)cn3c2Cc2ccccc2)cc1OC	-4	1.1	-10%	3%	.	i	i	6
CCOc1ccccc1Oc1c(C)oc2c(CN3CCN(C)CC3)c(O)ccc2c1=O	?	-2.1	7%	5%	-3%	i	i	0
Brc1ccc(/C=N/Nc2ccc3ccccc3n2)cc1	39	0.1	-1%	16%	-1%	i	.	-10
COc1cccc(Nc2nnc(SCn3nnc4ccccc4c3=O)s2)c1	4	-1.9	-3%	8%	-1%	-8%	i	7
COc1cccc(NC(=O)N[C@@H](Cc2ccccc2)C(=O)O)c1	-2	0.3	0%[57.1 µM]	-19%	1%	i	i	1
CN(C)C(=O)CSc1nnc(Cc2ccccc2)n1CC1CCCO1 (configuration not stated)	28	-1.7	7%	6%	3%	i	i	1
Cc1cc(C)c(S(=O)(=O)O)c(C)n1	16	-1.5	2%	3%	1%	-7%	i	3

# Full records as entered above:
# Shown for CCOCCCNC(=O)CN1CCN(c2ccc(F)cc2)CC1 = DRD3 antagonist = -11; CCT modulator = 1.2; EPAC2 antagonist = -1%; EPAC2 agonist = 11%; Mm-Cpn inhibitor = 1%; PTHR1 agonist = -12%[57.5 µM]; pAkt inh = i; DRD3 agonist = 0
# Shown for COc1cccc(Nc2nnc(SCn3nnc4ccccc4c3=O)s2)c1 = DRD3 antagonist = 4; CCT modulator = -1.9; EPAC2 antagonist = -3%; EPAC2 agonist = 8%; Mm-Cpn inhibitor = -1%; PTHR1 agonist = -8%; pAkt inh = i; DRD3 agonist = 7

# Additional compounds follow:
Compound	DRD3 antagonist	CCT modulator	EPAC2 antagonist	EPAC2 agonist	Mm-Cpn inhibitor	PTHR1 agonist	pAkt inh	DRD3 agonist
COc1ccccc1NC(=O)CN1C(=O)CC(C)S(=O)(=O)c2ccccc21 (configuration not stated)	-7	-3.0	-2%	5%	-2%	-21%	i	3
COc1ccc2oc(C)c(C(=O)Cn3ccnc3)c2c1	-1	0.5	1%	-11%	0%	i	i	-4
COc1ccc(CN2CCN(CC3CC3)CC2CCO)cc1C (configuration not stated)	39	-0.8	5%	-7%	-2%	-10%	i	-7
O=C1C(Cc2ccccc2)Nc2ncnc(N3CCN(c4ccccc4)CC3)c2N1Cc1ccc(Cl)cc1 (configuration not stated)	-128*	2.3	-11%	11%	-1%	-24%	i	-45
COc1cc(CNc2ccc(N3CCCC3)cc2)cc(Cl)c1OC	?	0.6	-14%	14%	-8%	-7%	i	-8
CC(C)NC1(C(N)=O)CCN(Cc2ccccc2)CC1	6	-2.1	8%	4%	.	i	i	-12
O=C(COc1ccc(/C=N/NC(=O)c2ccc(O)cc2)cc1)Nc1ccc([N+](=O)[O-])cc1	-7	1.4	0%	-6%	-1%	i	i	-11
CCOc1ccc(S(=O)(=O)N2CCCCC2)cc1NC(=O)CN1C(=O)NC(CC)(c2ccccc2)C1=O (configuration not stated)	11	-1.8	-4%	-4%	1%	-31%	i	15
CCCOc1ccccc1C(=O)N(Cc1ccco1)C1CCS(=O)(=O)C1 (configuration not stated)	10	0.4	-1%	-1%	3%	i	i	2
CCCCCCOc1ccc(N2C(=O)CC(S/C(N)=N/N=C(\C)c3cccs3)C2=O)cc1 (configuration not stated)	-21	0.0	-11%	-13%	-1%	i	i	15
O=C(Cn1cccc1C(=O)c1ccccc1)NCc1cccs1	7	-5.0	0%	-81%[inhibitor][15.6 µM]	1%	-1%[57.5 µM]	.	0
CC(OC(=O)c1cc(Br)ccc1O)C(=O)NC1(C#N)CCCCC1 (configuration not stated)	1	-0.4	16%	-7%	-3%	-23%	i	-6
C1CCN=C(Nc2nc3c(s2)CCCC3)CC1	-22	-0.3	0%	1%	0%	-3%[57.5 µM]	i	-5
Cc1cc(C)n2cc(CSCC(=O)O)nc2n1	11	-1.9	10%	0%	-3%	-1%	i	4
Cc1cc(/C=N/NC(=O)c2ccccn2)c(C)n1-c1cccc([N+](=O)[O-])c1	-12	-1.4	-3%	5%	-1%	i	i	-4
Nc1ccc(S(=O)(=O)NCC(=O)OC2CCOC2=O)cc1[N+](=O)[O-] (configuration not stated)	-13	-1.0	-1%	-1%	2%	i	i	-3
CCOC(=O)Cn1nc(C)c(NC(=O)COc2ccccc2[N+](=O)[O-])c1C	-11	-1.9	25%	6%	1%	i	i	2
CC(C)(C)NC(=O)c1cc(Cl)ccc1[N+](=O)[O-]	-12	-1.7	2%	4%	1%	i	i	-1
CN(Cc1nc(-c2cccs2)no1)CC(O)c1ccccc1 (configuration not stated)	3	-0.6	-4%	1%	-1%	-5%	i	7
CN1C(=O)[C@H]2[C@@H](c3ccc(C(F)(F)F)cc3)N[C@]3(CCCN(Cc4ccc(C(F)(F)F)cc4)C3=O)[C@H]2C1=O	-30	1.8	-3%	6%	.	-57%[inhibitor]	i	-7
O=Cc1c(NCCc2cccc(F)c2)c2ccccc2[nH]c1=O	-2	1.0	3%	5%	1%	-85%[inhibitor]	i	-2
CC(=O)c1cccc(NC(=O)C(C)OC(=O)c2ccc(Br)o2)c1 (configuration not stated)	-11	-0.2	4%	9%	-1%	-21%	i	-2
COC(=O)c1cc2n(n1)CCN(Cc1ccc(F)cc1)C2=O	21	-2.6	2%	3%	0%	-13%[57.5 µM]	i	-5
COc1ccccc1C(C(=O)NCc1ccc(F)cc1)N(C(=O)c1csnn1)C1CC1 (configuration not stated)	0	-2.2	1%	5%	0%	i	i	-1
COc1ccc(C(=O)Nc2ccnn2C2CCN(CCC(C)c3ccc(C)o3)CC2)cc1 (configuration not stated)	?	-2.0	19%	11%	1%	-20%	i	-9
Cc1ccc(-c2onc3ccc(C4(C)OCCO4)cc23)cc1	12	2.0	-3%	3%	-3%	-44%[inhibitor]	i	4
COc1ccc(CCNC(=O)C23CCC(C)(C(=O)C2Br)C3(C)C)cc1OC (configuration not stated)	2	0.1	2%	2%	-1%	i	i	-3
CCOC(=O)C1=C(C)OC(N)=C(C#N)C1c1ccoc1 (configuration not stated)	12	1.7	-6%[57.1 µM]	6%	-1%	-9%[57.5 µM]	i	1
C[C@@H]1ON(C)[C@H]2C[C@H]3c4[nH]c5ccccc5c4CCN3C[C@@H]12	16	1.6	11%	5%	.	i	i	3
NS(=O)(=O)c1ccc(CCNC(=O)C(=O)c2cn(CC(=O)N3CCCC3)c3ccccc23)cc1	14	0.8	1%	3%	-2%	-24%	i	3
CN(C)Cc1ccccc1Sc1cccc2ccccc12	-20	2.0	26%	18%	-3%	?	i	-9
Oc1ccc(/C=N/Nc2ccnc3cc(Cl)ccc23)c(O)c1O	-6	0.2	0%	-6%	-2%	-1%	i	16
COc1ccc(NC(=O)c2ccc(CN3CCc4ccccc4C3)cc2)c(OC)c1	-101*	1.5	-4%	11%	-2%	-58%[inhibitor]	i	-29
CCc1nnc(NC(=O)CN2C(=O)/C(=C/c3cc(OC)c(OC)c(OC)c3)SC2=S)s1	40	-1.8	6%	12%	1%	-20%	i	16
COc1ccc(OCCOC(=O)CNS(=O)(=O)c2ccc(SC)c([N+](=O)[O-])c2)cc1	-13	-3.4	-3%	0%	-1%	-5%	i	-12
O=C(c1cc(Cl)ccc1[N+](=O)[O-])N1CCc2ccccc2C1	2	-0.7	15%	2%	0%	i	i	0
O=C(Nc1ccc(F)c(Cl)c1)C1CCCN(C2=NS(=O)(=O)c3ccccc32)C1 (configuration not stated)	-15	1.6	7%	9%	-3%	i	i	-5

# From PubChem
